Assay outcomes from PubChem.
mIDH1 inhibitor = qHTS for Inhibitors of mutant isocitrate dehydrogenase 1 (IDH1): qHTS; Isocitrate dehydrogenase [NADP] cytoplasmic (Homo sapiens), O75874; IDH1-R132H enzyme, NADPH consumption, diaphorase/resazurin fluorescence; Potency, µM (highest dose often 76.6 µM), without a hit: at the highest dose activity change, negative = inhibition, most hits filed as inhibitors; 0.093% of 390,000 active; further: on the % scale 0 is the no-effect control and ±100 the full control effect; nearly all actives have a fitted effect of over 65% in size
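IDH1-R132H (0.5 ug/mL dispensed) in pH 7.5 Tris buffer was preincubated 30 min with compound, then given a substrate mix of 0.016 mM NADPH and 2 mM alpha-KG for 80 min at room temperature; remaining NADPH was read by diaphorase/resazurin fluorescence.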
TrxR1 substrate = qHTS Assay for Substrates of Mammalian Selenoprotein Thioredoxin Reductase 1 (TrxR1): qHTS | Thioredoxin reductase 1, cytoplasmic (Rattus norvegicus), O89049 | purified TrxR1 substrate turnover, NADPH consumption readout | Potency, µM (top dose mostly 114 µM), for inactives: top-dose activity change, negative = substrate turnover | 0.01% of 390,000 active | AID 588456, 2011; further: on the % scale 0 is the no-effect control and ±100 the full control effect; nearly all actives have a fitted effect of over 50% in size
Target sequence (O89049 whole entry, looked up): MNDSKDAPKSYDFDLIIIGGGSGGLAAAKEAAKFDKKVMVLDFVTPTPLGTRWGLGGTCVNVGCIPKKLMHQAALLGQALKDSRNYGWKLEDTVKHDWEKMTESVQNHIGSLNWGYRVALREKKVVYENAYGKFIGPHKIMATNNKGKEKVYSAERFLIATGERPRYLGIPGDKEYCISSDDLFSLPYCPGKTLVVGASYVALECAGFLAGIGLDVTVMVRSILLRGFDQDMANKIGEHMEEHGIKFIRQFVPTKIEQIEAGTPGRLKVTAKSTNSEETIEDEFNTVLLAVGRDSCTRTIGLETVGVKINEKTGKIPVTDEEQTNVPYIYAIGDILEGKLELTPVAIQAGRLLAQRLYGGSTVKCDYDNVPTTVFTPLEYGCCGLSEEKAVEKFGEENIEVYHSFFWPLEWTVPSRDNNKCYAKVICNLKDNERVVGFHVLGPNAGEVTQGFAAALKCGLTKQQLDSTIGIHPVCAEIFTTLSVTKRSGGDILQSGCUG
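Rat TrxR1, dispensed at 90 nM, was prereduced with 400 uM NADPH (final) for 5 min at ~22 deg C, then incubated with compound 15 min before 400 uM selenite. A first-read NADPH fluorescence drop versus no-compound background flagged substrates.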
rTrxR1 inhibitor = qHTS Assay for Inhibitors of Mammalian Selenoprotein Thioredoxin Reductase 1 (TrxR1): qHTS; Thioredoxin reductase 1, cytoplasmic (Rattus norvegicus), O89049; recombinant rTrxR1, NADPH fluorescence consumption, selenite substrate; Potency, µM (top dose mostly 114 µM), without a hit: at the top dose activity change, negative = inhibition, hits mostly inhibitors; 1% of 390,000 active; further: on the % scale 0 is the no-effect control and ±100 the full control effect; nearly all actives have a fitted effect of over 65% in size
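Rat TrxR1 (90 nM in the dispensed reagent) was pre-reduced with 400 uM NADPH for 5 min at room temperature, then incubated with compound for 15 min. After 400 uM selenite was added, NADPH fluorescence (Ex 340/Em 450 nm) was followed for 8 min.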
Vif-APOBEC3G blk = qHTS for Inhibitors of Vif-A3G Interactions: qHTS; 0.076% of 410,000 active; HeLa A3G-eYFP + Vif (tagged APOBEC3G with the HIV-1 protein that degrades it), YFP fluorescence, overnight; Potency, µM (highest dose often 46.1 µM), without a hit: at the top dose activity, negative = active, most hits filed as inhibitors; DNA dC->dU-editing enzyme APOBEC-3G (Homo sapiens), Q9HC16;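 further: on the % scale 0 is the no-effect control and ±100 the full control effect; nearly all actives have a fitted effect of over 60% in size; hits raise eYFP signal because A3G escapes Vif-driven loss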
Target sequence (Q9HC16 whole entry, looked up): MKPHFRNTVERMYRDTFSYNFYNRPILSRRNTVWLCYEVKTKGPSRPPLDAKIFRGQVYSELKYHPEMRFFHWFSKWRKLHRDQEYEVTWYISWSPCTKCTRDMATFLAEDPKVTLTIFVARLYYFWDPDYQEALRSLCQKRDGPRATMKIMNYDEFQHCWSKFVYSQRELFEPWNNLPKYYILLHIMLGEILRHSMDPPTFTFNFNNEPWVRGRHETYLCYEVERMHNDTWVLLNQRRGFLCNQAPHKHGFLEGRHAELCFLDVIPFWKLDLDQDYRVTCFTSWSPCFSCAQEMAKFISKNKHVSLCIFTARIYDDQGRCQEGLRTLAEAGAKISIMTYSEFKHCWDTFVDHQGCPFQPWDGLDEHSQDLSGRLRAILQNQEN
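Read-out is eYFP fluorescence (Ex 488/Em 500-530) from Vif-expressing HeLa A3G-eYFP cells; more signal means A3G escaped Vif-mediated degradation. Cells plated overnight, compound pinned in, incubated overnight at 37 deg C.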
12-LOX inh = Primary qHTS assay for inhibitors of human arachidonate 12S-lipoxygenase (ALOX12): Round 2 | purified 12hLO, xylenol orange hydroperoxide absorbance | Potency, µM (titrated, usually from 108 µM), for the others: top-dose activity change, negative = inhibition, usual class: inhibitors | 1.1% of 580,000 active | AID 1671190, 2021; further: on the % scale 0 is the no-effect control and ±100 the full control effect
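Purified human 12hLO (150 nM final) in 25 mM Hepes, 0.01% Triton X-100, pH 7.0 was preincubated 15 min at room temperature with compound. Then 40 uM arachidonic acid was added, 30 min. Hydroperoxide was read by Fe-XO absorbance ratio 573/405 nm.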
RGS4 inh = Inhibitors of Regulator of G Protein Signaling (RGS) 4: qHTS; Regulator of G-protein signaling 4 (Homo sapiens), P49798; Transcreener GDP fluorescence polarization, RGS4-accelerated GTP hydrolysis; Potency, µM (doses to about 114 µM), for the others: top-dose activity change, negative = inhibition, most hits filed as inhibitors; 0.039% of 390,000 active; AID 504845, 2011; further: on the % scale 0 is the no-effect control and ±100 the full control effect; nearly all actives have a fitted effect of over 75% in size; some results filed as inactive show a strong effect at the top dose
Target sequence (P49798 whole entry, looked up): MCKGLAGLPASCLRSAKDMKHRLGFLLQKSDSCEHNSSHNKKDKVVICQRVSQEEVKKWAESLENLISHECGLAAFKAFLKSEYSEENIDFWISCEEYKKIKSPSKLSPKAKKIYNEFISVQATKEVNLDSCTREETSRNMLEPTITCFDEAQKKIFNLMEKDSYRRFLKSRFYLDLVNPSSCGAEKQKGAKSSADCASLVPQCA
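MLSMR compounds (23 nl, pin-transferred) preincubated 10 min at room temperature with a 500nM (2x) first reagent, then RGS4 at 900nM (2x) plus Transcreener GDP mix added; fluorescence polarization (620/688 nm) read before and after 90 min at 30 °C.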
RXFP1 agonist = qHTS Assay for Agonists of the Relaxin Receptor RXFP1 | Relaxin receptor 1 (Homo sapiens), Q9HBX9 | HEK293T-RXFP1 cAMP TR-FRET, 30 min; response scale: percent of porcine relaxin response, buffer zero | Potency, µM (highest dose often 57.5 µM), inactives show at the top dose activation, hits mostly activators | 0.3% of 370,000 active | AID 2676, 2010; further: on the % scale 0 is the no-effect control and ±100 the full control effect; nearly all actives have a fitted effect of over 60% in size; many of its hits are not listed in these tables
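HEK293 cells stably expressing RXFP1, treated 30 min at 37C with compounds plus PDE4 inhibitor Ro 20174; cAMP measured by HTRF TR-FRET. Normalized to buffer and 29 nM porcine relaxin; EC50 by Hill fit.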
USP1-UAF1 inh = Inhibitors of USP1/UAF1: Primary Screen | AID 743255, 2014 | Ubiquitin carboxyl-terminal hydrolase 1 (Homo sapiens), O94782 | recombinant USP1/UAF1, Ub-Rhodamine cleavage fluorescence | 0.23% of 390,000 active | Potency, µM (titrated, usually from 57.1 µM), for inactives: top-dose activity change, negative = inhibition, most hits filed as inhibitors; further: on the % scale 0 is the no-effect control and ±100 the full control effect; nearly all actives have a fitted effect of over 60% in size; inactives centre near -12
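High-throughput fluorogenic screen: 1nM USP1/UAF1 complex, Ub-Rho substrate 150nM final, 50mM HEPES pH 7.8 with 0.5mM EDTA, 0.1 mg/ml BSA, 1mM TCEP and 0.01% Tween-20.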
Vif-APOBEC3F blk = qHTS for Inhibitors of Vif-A3F Interactions: qHTS. HeLa A3F-eYFP + Vif (tagged APOBEC3F with the HIV-1 protein that degrades it), YFP fluorescence increase. Potency, µM (series often up to 46.1 µM), for the others: at the highest dose activity, negative = active. 0.2% of 390,000 active; further: % of control where 0% means no effect; nearly all actives have a fitted effect of over 65% in size
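HeLa cells stably expressing Vif plus C-terminally eYFP-tagged A3F were seeded, incubated overnight at 37 deg C, dosed with compound, incubated overnight again at 37 deg C. Yellow fluorescence (Ex 488/Em 500-530) reported blocked Vif-mediated A3F-eYFP degradation.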
Starred values were filed as active, the others as inactive; ? = inconclusive; . = not tested or not shown; & = joins results of further samples; [ ] = remark or other dose. The call rests on the fitted dose curve; in most records, active means well fitted curve in the direction sought with a large enough effect; inconclusive means small, poorly fitted or top-dose-only effect, or another doubt; inactive means no such curve, though single readings can be large; an effect the other way counts as inactive or inconclusive. Potency means the concentration at half of the fitted maximal effect. Only part of the results is shown. The share of hits here may be higher or lower than overall.

SMILES | mIDH1 inhibitor | TrxR1 substrate | rTrxR1 inhibitor | Vif-APOBEC3G blk | 12-LOX inh | RGS4 inh | RXFP1 agonist | USP1-UAF1 inh | Vif-APOBEC3F blk
Cc1cccc(N2CCN(S(=O)(=O)c3ccc4c(c3)OCCO4)CC2)c1C | 1.3% | 1.4%[57.1 µM] | 11.5%[57.1 µM] | 0.1% | -6.1% | 0.4% | -1.1% | -15.8% | 0.3%
Cc1ccccc1-n1c(N)cc(=O)[nH]c1=S | 12.5% | 3.0% | -34.2% | 1.0% | -21.5% | 10.4% | 0.0% | -6.1% | -2.7%
CCN(Cc1ccc(OC)c(F)c1)C(=O)/C=C/c1ccc(S(=O)(=O)N2CCOCC2)cc1 | -2.6% | -11.3% | 13.5% | 1.7% | 2.9% | 0.7% | 0.2% | -11.1% | -0.1%
CCOC(=O)C1CCC(CNCc2ccccc2C)CC1 (configuration not stated) | -1.4% | 8.0%[57.1 µM] | 15.0%[57.1 µM] | -3.9% | -5.5% | -9.5% | 0.4% | -12.7% | -10.5%
CCCCNC(=S)N(CCCO)Cc1cc2cc3c(cc2[nH]c1=O)OCCO3 | -3.0% | 12.8%[57.1 µM] | 13.8%[57.1 µM] | -1.7% | 13.0% | -9.1% | 0.6% | -16.9% | -8.6%
CC(C)CNC(=O)N1CCN(S(=O)(=O)c2ccc3c(ccn3C)c2)CC1 | -21.9% | 1.1%[57.1 µM] | 8.4%[57.1 µM] | -4.6% | ? | -12.6% | 2.6% | -16.4% | -5.1%
Cc1cc([N+](=O)[O-])cc2ncccc12 | 6.4% | -6.2% | -11.1% | -0.4% | ? | -11.0% | 0.3% | -6.6% | -7.2%
C/C(CC1CC(COCCC(C)C)OC1=O)=N\NC(N)=S (configuration not stated) | 12.3% | -7.5% | -0.4% | -5.2% | -8.4% | ? | -0.1% | -9.8% | 1.6%
COC(=O)c1cc(S(=O)(=O)N2CCN(c3ccccc3OC)CC2)cn1C | 0.5% | 4.9% | 9.8% | 5.0% | 7.7% | -8.4% | -2.7% | -17.8% | 4.2%
CCOC(=O)c1cccc(NC(=O)CSc2nnnn2CC)c1 | 11.1% | 20.2%[57.1 µM] | 12.7%[57.1 µM] | -18.1% | 17.3% | -2.4% | 1.7% | -19.5% | -14.4%

One compound at a time, from the list above. Screens in order: mIDH1 inhibitor | TrxR1 substrate | rTrxR1 inhibitor | Vif-APOBEC3G blk | 12-LOX inh | RGS4 inh | RXFP1 agonist | USP1-UAF1 inh | Vif-APOBEC3F blk
Listed for `CCOC(=O)c1cccc(NC(=O)CSc2nnnn2CC)c1` → 11.1% | 20.2%[57.1 µM] | 12.7%[57.1 µM] | -18.1% | 17.3% | -2.4% | 1.7% | -19.5% | -14.4%
Listed for `Cc1cc([N+](=O)[O-])cc2ncccc12` → 6.4% | -6.2% | -11.1% | -0.4% | ? | -11.0% | 0.3% | -6.6% | -7.2%
Listed for `Cc1ccccc1-n1c(N)cc(=O)[nH]c1=S` → 12.5% | 3.0% | -34.2% | 1.0% | -21.5% | 10.4% | 0.0% | -6.1% | -2.7%
Listed for `CC(C)CNC(=O)N1CCN(S(=O)(=O)c2ccc3c(ccn3C)c2)CC1` → -21.9% | 1.1%[57.1 µM] | 8.4%[57.1 µM] | -4.6% | ? | -12.6% | 2.6% | -16.4% | -5.1%

(continued)
SMILES | mIDH1 inhibitor | TrxR1 substrate | rTrxR1 inhibitor | Vif-APOBEC3G blk | 12-LOX inh | RGS4 inh | RXFP1 agonist | USP1-UAF1 inh | Vif-APOBEC3F blk
CCOC(=O)C(=O)N1CCN(c2cc3c(cc2[N+](=O)[O-])n(C)c(=O)n3C)CC1 | -2.8% | 1.0%[57.1 µM] | 13.7%[57.1 µM] | 0.0% | -2.4% | -3.4% | 6.0% | -16.6% | -6.2%
CCn1cc([N+](=O)[O-])c(C(=O)N2CCCCCC2)n1 | 0.0% | 9.9% | 28.1% | -0.2% | -22.8% | 5.0% | -1.4% | -12.1% | -2.5%
COc1ccccc1OCCNC(=O)C(=O)c1c[nH]c2ccccc12 | -4.8% | -11.1% | -5.2% | -0.3% | 7.6% | 12.3% | -3.4% | -18.3% | 3.7%
COc1cccc(SCc2noc(C(=O)NCC3CCCO3)c2C(=O)O)c1 (configuration not stated) | 7.2% | 7.0% | 8.7% | 4.0% | -28.3% | -19.9% | -0.3% | -20.1% | -10.3%
OC1CCCN(CC(O)COC(c2ccc(F)cc2)c2ccc(F)cc2)C1 (configuration not stated) | 9.3% | 5.3% | 17.0% | 0.2% | ? | -8.6%[56.9 µM] | -2.5% | -5.3% | -6.9%
Nc1nc2c(ncn2C2CCCC2)c(=O)[nH]1 | -1.6% | -9.2%[2.29 µM] | -15.2%[2.29 µM] | 3.8% | -6.1% | 10.4% | . | -23.7% | 5.4%
COc1cc(/C(=C/c2ccccc2)c2ccccc2)c2c(c1)oc1ccccc12 | 15.1% | 93.5%&95.2%[activator] | 105.8%&99.9%[activator] | -2.0%&-3.5% | 19.2% | 6.4% | 1.0% | -20.7% | 0.4%
O=S(=O)(c1cc(-c2nnc(-c3ccc(Br)cc3)o2)ccc1Br)N1CCCCCC1 | -4.9% | 3.7%[57.1 µM] | 2.5%[57.1 µM] | -9.2% | . | -28.5% | 3.3% | 2.2% | -2.6%
COCCCN1CN=C(NS(=O)(=O)c2ccc(NC(C)=O)cc2)NC1 | 5.8% | 7.4% | 18.3% | 0.4% | 0.0% | 0.0% | -0.4% | -8.5% | -1.3%
Cc1cccn2c(CNCCCn3ncc4ccccc43)c(C(=O)N3CCCCC3)nc12 | 2.0% | 2.2% | -7.9% | -2.2% | -0.5% | -17.6% | -0.5% | -21.2% | -8.7%
N#C/C(=C\c1ccc[nH]1)C(=O)c1ccccc1 | 0.5% | 2.9% | 7.9% | ? | -25.5% | -2.9% | 0.1% | -21.2% | -17.9%
O=C(CN1CCC(C(=O)c2ccc(F)cc2)CC1)Nc1ccccc1 | 1.1% | 5.8% | 5.3% | -5.8% | 16.7% | 43.1% | 4.1% | -16.6% | 3.6%
O=C(O)CCC(=O)Nc1ccc(N2CCCCC2)c(C(=O)O)c1 | -0.6% | 3.8%[57.1 µM] | -8.3% | -27.9% | 0.0% | 18.8% | -0.6% | -21.2% | 5.5%
CC(C)(C)NC(=O)c1ccncc1 | -1.3% | 0.2% | 0.7% | 0.9% | 0.0% | -7.6% | -0.9% | 1.8% | 2.1%
O=C(Nc1ccc(S(=O)(=O)N2CCOCC2)cc1)c1ccc(Br)o1 | 2.2% | 6.7%[57.1 µM] | -16.2%[57.1 µM] | -10.2% | 0.0% | 5.4% | 0.3% | -7.5% | 6.8%
O=C(CNC(=O)c1ccccc1)NCC(=O)OCC(=O)c1ccc(F)cc1 | 2.0% | -2.8% | -3.1% | 0.2% | -21.9% | 4.4% | 3.5% | -16.8% | 3.5%
Cc1ccccc1NC(=O)c1ccc(N(Cc2ccccc2)S(C)(=O)=O)cc1 | -2.3% | -2.9% | 4.1% | -23.4% | 1.4% | 15.1% | 6.4% | -21.2% | 4.6%
CCN(Cc1ccccc1)C(=O)CCc1nc(CN2CCN(C(=O)c3ccc([N+](=O)[O-])cc3)CC2)no1 | 5.8% | 2.8% | -8.0% | 0.0% | ? | 6.3% | 0.6% | -17.8% | 11.5%
Cc1ccc(-c2nc3cccnc3s2)cc1NC(=O)Cc1ccccc1 | 27.2% | 2.3% | 7.3% | -0.7% | 1.1% | 19.5% | -1.8% | 5.2% | 0.6%
CCc1cc(=O)[nH]c(SCCc2ccccc2)n1 | 2.2% | 5.4% | 9.4% | -9.0% | . | -5.5% | 3.4% | -13.0% | -3.2%
Cc1ccc(-c2nc(-c3cc4cccc(OCc5ccc(F)cc5)c4oc3=O)no2)cc1 | -10.7% | -0.4% | 21.6% | ? | -9.6% | 11.3% | ? | 16.8% | ?
O=C(C1CC1)N1CCc2cc(Br)cc(S(=O)(=O)N3CCCCCC3)c21 | 1.1% | 0.2% | 5.3% | -8.6% | 0.0% | -43.4% | -0.8% | -22.0% | 4.2%
COc1ccccc1CN(Cc1cc2cc3c(cc2[nH]c1=O)OCCO3)Cc1nnnn1Cc1ccco1 | -14.7% | 43.7%[activator] | 5.62µM* | -15.3% | -17.8% | ? | -0.5% | -21.2% | ?
